Assay outcomes from PubChem.
HIF activator: HIF pathway transcriptional activation; U2OS HRE-luciferase reporter, luminescence; normalized: DMSO 0%, desferrioxamine 100%; activation, % at 7.5 µM (by protocol); hit rate 0.32% among 300,000; AID 1910;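 active = mean activation of at least 10% of the iron chelator positive control signal, with at least half of replicates also reaching 10%; inconclusive = mean and replicate majority disagree about reaching 10%; inactive = mean and most replicates under 10%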
KLF5 inhibitor: kruppel-like factor 5 inhibition | hit rate 0.23% among 290,000 | inhibition, % at 5 µM | DLD-1 KLF5 promoter-luciferase reporter, luminescence;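 active = inhibition above a per-plate limit of that plate's mean compound inhibition plus 3 SD, cut at about 60% in these data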;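 note: 0% = DMSO wells and 100% = LY294002 at 200 µM; higher means less KLF5 promoter-driven luciferase light; inactives centre near -14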
Platelet DG rel: platelet dense granule release activity; human platelet-rich plasma, SFLLRN dense granule ATP release, luminescence; inhibition, %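 (compounds screened at 7.5 µM in platelet-rich plasma)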; hit rate 0.22% among 300,000; AID 1663;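 active = mean replicate score, as percent of positive control, at or above 50; inconclusive = mean below 50 but at least one replicate at or above 50; inactive = mean and every replicate below 50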
SKKanGAS inh: SKKanGAS growth inhibition; S. pyogenes SKKanGAS, kanamycin growth, BacTiter-Glo, 6 h; inhibition, % at 7.5 µM; hit rate 1.3% among 300,000; AID 1662;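 active = mean replicate score, as percent of positive control median, at least 50; inconclusive = mean below 50 but one replicate at or above 50; inactive = mean and every replicate below 50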;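 note: strain carries kanamycin resistance gene driven by streptokinase promoter and grows in 40 µg/ml kanamycin; loss of luminescence reflects streptokinase promoter inhibition or plain growth inhibition; 0% = median of DMSO wells and 100% = positive control at its reference dose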
aSyn UTR inh: MLPCN primary screen, SNCA 5' untranslated region; inhibition, % (tested at 7.5 µM); hit rate 0.82% among 300,000; alpha-synuclein 5'UTR reporter, inhibitor activity; AID 1813; in the data active = inhibition above about 60%; inconclusive = no clear call, values can overlap the other calls;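 note: H4 neuroglioblastoma cells stably carrying SNCA 5'UTR luciferase fusion; 0% = DMSO wells and 100% = positive control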
HSF-1 act: increases HSF-1 driven luciferase reporter signal. hit rate 1.7% among 300,000. NIH3T3-HGL HSF-1 luciferase reporter, MG132, 8 h; 100% = twice DMSO control signal. activation, % at 9 µM;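 active = mean replicate activation of at least 50% with a set share of replicates each reaching 50%; inconclusive = only one of those two conditions met; inactive = mean below 50% and too few replicates reaching it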;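 note: 0% = median of the neutral control wells and 100% = twice that signal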
IEC-6 cytotox: counter-screen for KLF5 inhibitors: cytotoxicity in IEC-6 cells; inhibition, % at 5 µM; hit rate 0.78% among 290,000; IEC-6 cytotoxicity, luminescence viability; in the data active = inhibition above about 22%;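 note: 0% = plate median of test compound wells and 100% = cytotoxic reference compound wells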
AI-2 QS mod: modulators of Vibrio harveyi AI-2 quorum sensing system. Vibrio harveyi JMH597 AI-2 luminescence/OD600 ratio, 9 h; stronger effect = lower value; strain lacks LuxN and CqsS sensors; 0 = neutral-control median. activity change, % at 7.5 µM. hit rate 0.4% among 300,000; in the data active = activity change below about -75%, passing the limit was not always enough; inconclusive = no clear call, values can overlap the other calls;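 note: luminescence divided by OD600 gain over 9 h not by final OD600 alone; inactives centre near 13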
HSF1 inhib: HSF1 inhibition; hit rate 0.77% among 300,000; activity change, negative = inhibition, % at 7.5 µM (by protocol); NIH3T3-HGL HSE-luciferase, MG132-induced, luminescence 8 h; stronger effect = lower value; AID 2098;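 active = more than half of replicate wells show activity change below -50%, luminescence cut by over half; inconclusive = some wells, but at most half, below -50%; inactive = no replicate well below -50%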;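 note: luciferase reports HSF-1 transcriptional activity via heat shock element; 0% = median of DMSO wells and -100% = zero luminescence signal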
HSP90 inh: inhibitors of HSP90 luciferase refolding in rabbit reticulocyte lysate | luciferase refolding luminescence, 3 h | inhibition, % at 5.6 µM | hit rate 0.91% among 290,000;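 active = inhibition above the screen-wide mean plus 3 SD, computed separately per campaign, cut at about 16% in these data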;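 note: 0% = DMSO wells and 100% = 60 µM geldanamycin wells; inhibitors lower the luminescence because luciferase stays unfolded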
Numbers without * were called inactive; ? = inconclusive; · = not tested or not shown. Random draw from the library; about 6% have a hit in one of these screens.

SMILES	HIF activator	KLF5 inhibitor	Platelet DG rel	SKKanGAS inh	aSyn UTR inh	HSF-1 act	IEC-6 cytotox	AI-2 QS mod	HSF1 inhib	HSP90 inh
Cc1nc2c(C(=O)NCc3ccc4c(c3)OCO4)cnn2c(C)c1Cc1ccc(F)cc1Cl	-0.4	1.4	-28.2	?	23.2	22.8	6.9	-1.9	9.6	1.2
c1ccc(Cn2nnc3c(N4CCc5ccccc54)ncnc32)cc1	0.3	-26.5	1.4	9.8	-1.3	4.4	1.1	29.3	0.7	-0.1
Nn1c(SCC(=O)NC(=O)NCc2ccccc2)nnc1C1CC1	-0.1	-8.6	1.6	-7.3	2.9	7.0	3.2	2.3	-3.1	-2.0
O=C(CNS(=O)(=O)c1ccc(Br)cc1)N1CCOCC1	0.4	-12.2	-10.8	-20.0	-15.1	6.2	-0.3	14.2	-5.4	-1.8
CC(C)(C)C(=O)C(CO)(Oc1ccc(Cl)cc1)n1cncn1 (configuration not stated)	-0.3	-30.8	7.4	4.3	5.3	-2.1	-6.2	21.3	-5.7	3.5
CCOC(=O)COc1ccc(/C=C2\NC(=S)N(CC)C2=O)cc1	-0.3	-18.5	-27.8	-11.3	-9.7	13.2	4.5	27.5	-3.5	3.2
COc1ccc2[nH]c(=O)c(CNc3cc(C)ccc3C)cc2c1	0.3	-3.2	0.1	0.1	11.5	-3.4	-1.0	19.6	-6.7	-3.8
CCOC(=O)Cc1csc(SC(C)C(=O)Nc2ccc(NC(C)=O)cc2)n1 (configuration not stated)	-0.3	-22.4	-9.6	0.7	4.3	7.4	5.6	15.4	-1.3	2.5
Cc1cc(-n2c(C)cc(C(=O)CSc3nc4ccccc4c(=O)n3Cc3ccco3)c2C)no1	-0.8	11.1	4.8	?	-4.0	5.4	-2.4	6.6	-6.1	2.2
CC(=O)Nc1ccc(NC(=O)c2ccnn2C)cc1	-0.1	·	8.9	-0.7	-57.3	-0.6	·	-7.2	0.3	·
N=c1oc2ccccc2cc1-c1nc(-c2ccccc2)cs1	1.0	-6.6	6.6	4.7	-63.7	2.9	0.7	12.2	6.5	-4.2
CC1(C)Cc2c(sc(NC(=O)c3ccco3)c2C#N)C(C)(C)N1	0.1	·	9.4	3.4	12.9	-6.9	·	9.7	-0.8	·
O=C(COC(=O)c1cccc(-n2cnnn2)c1)c1ccccc1	1.5	-34.9	-4.5	15.9	-33.6	2.4	-0.7	19.1	3.9	-1.1
O=C(CCC1CCCN(Cc2cccc(Cl)c2)C1)NCc1ccccc1F (configuration not stated)	-0.2	-4.7	-17.7	-24.4	-13.5	4.7	9.1	3.7	1.7	1.8
Cc1ccc(S(=O)(=O)n2ccc3c(OCCOCCSCC(NC(=O)OC(C)(C)C)C(=O)O)cccc32)cc1 (configuration not stated)	-1.7	-5.1	1.7	18.9	-0.2	-3.1	-6.3	33.8	2.2	-8.3
OCCNc1cc(Cl)ncn1	0.2	-28.8	6.9	14.3	-29.8	16.7	-7.6	·	-4.3	0.1
O=C(CCN1CCCC1)Nc1cccc(Br)c1	-0.1	-2.5	-0.3	-1.9	3.1	-9.5	3.6	10.7	-0.6	-1.6
CCOc1ccc(/C=C/C(=O)Nc2ccc(C(N)=O)cc2)cc1OC	0.1	1.4	9.5	-14.0	-17.2	-0.4	-5.2	17.5	0.6	1.6
Cc1cccc(NCc2ccc(Br)cc2)n1	3.8	-61.1	-1.0	-1.0	-65.6	33.0	-2.3	22.0	14.0	-7.2
O=C(N/N=C/c1ccc[nH]1)c1sc2ccccc2c1Cl	0.8	-29.3	2.2	11.1	-104.7	-1.7	4.0	33.3	-4.1	6.1
N#Cc1cccc(-c2cn(S(=O)(=O)c3ccc(Cl)cc3)nc2N)c1	-0.5	-5.6	12.3	-16.4	29.7	6.8	3.5	7.5	14.3	0.6
O=C(Nc1ccc(Cl)cc1)c1ccc(OC2CSC2)cc1	2.6	-8.3	3.7	15.1	-90.1	-38.5	-1.0	22.4	-23.1	-2.4
O=C1NC2(Nc3ccccc31)C(=O)Nc1ccccc12 (configuration not stated)	0.4	-9.0	-0.6	9.7	-18.3	7.9	9.5	3.1	1.8	1.4
COCCNC(=O)COc1cccc(Oc2ccccc2)c1	0.0	-19.0	-1.1	-7.4	3.4	·	-1.8	15.8	·	1.5
COc1cc(/C=N/Nc2ccc([N+](=O)[O-])cn2)cc(OC)c1O	0.2	0.6	5.7	8.2	15.6	18.8	0.3	-2.6	-10.5	1.6
CC1=CC(C)(C)Nc2ccc(OC(=O)CN3C(=O)CCC3=O)cc21	-1.8	-9.7	9.3	2.8	31.4	-45.5	3.6	10.1	-35.6	0.8
O=C(COC(=O)c1cccc(C(F)(F)F)c1)NCc1ccccc1	-0.1	2.0	-2.4	-1.4	5.9	-1.0	1.3	13.8	-8.9	1.5
CN(Cc1ccccc1)C(=O)C1CCCN(Cc2ccc(Cl)cc2)C1 (configuration not stated)	0.6	6.4	11.6	2.3	8.4	·	-6.0	-1.3	·	-0.7
Cc1ccccc1CN(C)C1CCN(C)CC1	-2.6	-4.3	2.3	-2.2	0.9	15.4	0.0	12.6	2.8	-4.3
O=C(CNC(=O)N1CC(=O)Nc2ccccc21)NCc1ccc(Cl)cc1	0.7	-22.8	-2.2	2.1	-39.1	3.4	-6.9	19.2	3.5	-2.9
C/C(=N/NS(=O)(=O)c1ccc(C)cc1)c1c[nH]c2ccccc12	-0.6	-24.4	-1.5	0.7	2.8	8.0	-3.0	6.8	2.6	-2.4
CCc1ccc2cccc3c2c1N=CN3C	-0.8	·	16.4	5.2	12.6	-1.5	·	10.6	-4.3	·
O=C(Oc1ccc2c(-c3ccccc3)cc(=O)oc2c1)C1CCCCC1	0.2	-15.5	15.6	-11.7	-7.7	15.1	5.9	6.9	-4.7	2.9
COc1ccc(OCC(O)CN2CC(C)OC(C)C2)cc1 (configuration not stated)	-10.0	-29.2	-5.2	-16.6	-2.4	26.7	5.5	27.8	0.5	1.0
Clc1ccccc1-c1ccc(/C=N/n2cnnc2)o1	0.1	-7.3	-7.7	-14.4	22.4	14.7	3.6	-9.1	-2.3	-1.7
CCc1cc2c(=O)c(-n3cnc4ccccc43)coc2cc1O	-0.1	5.3	-7.4	-2.4	2.4	-7.9	2.3	7.1	-5.6	1.0
CCn1c(SCC(=O)N/N=C/C(C)=C\c2ccco2)nnc1-c1ccccc1	0.6	3.3	7.4	-4.3	-15.4	10.6	-6.2	16.7	-1.5	-7.4
O=C(C1=C[C@@H](c2csc3ccccc23)C[C@@H](OCc2ccc(CO)cc2)O1)N1CCN(Cc2ccccc2)CC1	-4.2	-0.4	-3.1	40.0	54.1	14.6	-7.4	6.1	4.3	6.5
Cc1ccc(-n2c(-c3ccco3)nc3nc4ccccc4nc32)cc1F	0.9	-4.5	12.6	7.9	-26.0	2.9	2.1	10.3	1.9	-2.2
NC(=S)N/N=C/c1coc2cc(Br)ccc2c1=O	0.5	10.5	0.2	32.1	-40.9	-3.0	4.1	1.4	-5.7	2.3
Cc1ccc(-c2cnn(-c3cccc([N+](=O)[O-])c3)c2N)cc1	4.3	-94.4	2.6	5.6	-105.2	60.4*	-5.7	47.5	32.2	-5.0
CCCCN(CCCC)CC1OCc2ccccc2CO1	-0.4	-1.4	-12.5	13.9	-0.2	-4.7	0.3	12.7	-5.2	5.9
Cc1ccc(C(=O)Nc2nnc(S(=O)(=O)N3CCN(c4ccc(F)cc4)CC3)s2)cc1	-0.7	-17.1	11.5	54.2*	-9.0	7.9	1.5	-3.2	-1.1	-3.9
CC1CCCCN1Cc1c(O)ccc2c(=O)c(-c3ccccc3)coc12 (configuration not stated)	-8.0	-44.2	2.5	3.2	-20.8	3.5	-6.0	0.9	-4.3	0.7
COc1ccc(S(=O)(=O)N2CCC(CN3C(=O)c4cccc5cccc(c45)C3=O)CC2)cc1	-0.3	-0.2	0.5	-2.8	14.0	20.7	-2.2	11.9	6.8	2.9
CC(=O)Nc1sc2c(c1C(N)=O)CCC2	0.4	-6.5	-6.2	-12.3	-1.1	-11.3	1.9	22.5	-8.9	-0.6
COc1ccccc1NC(=O)c1c([N+](=O)[O-])c(C(C)(C)C)nn1C	0.1	-18.2	3.1	0.5	15.7	12.7	-9.0	32.2	-1.7	-3.2
Cc1ccc(SCC(=O)Nc2ccc(S(N)(=O)=O)cc2)cc1	-1.0	16.7	-14.7	16.2	-39.7	15.0	1.2	34.4	3.0	-0.4
Cc1cccc(C(=O)NCC(=O)NNC(=O)c2ccccc2O)c1	-0.5	·	-0.3	-5.7	-2.4	-6.3	·	-0.5	-3.9	·
CCCOc1ccc(N2C(=O)CC(SCc3nc4ccccc4[nH]3)C2=O)cc1 (configuration not stated)	0.1	0.6	-8.8	-7.6	-6.8	7.9	0.2	2.0	-0.7	3.1
CCCCn1nnnc1SCC(=O)c1ccccc1F	0.4	-17.8	-2.2	-3.7	-48.6	16.8	2.6	21.5	4.2	-0.2
N=c1c2c(n(Cc3ccccc3)c3c1CCC3)CCC2	1.1	25.1	0.9	3.7	27.1	-6.1	4.4	16.7	-3.9	0.5
COc1cc(C(=O)N2C(=O)CCC2=O)cc(OC)c1OC	0.1	-10.2	-3.0	-8.2	5.8	0.4	5.3	16.4	0.7	2.0
CC(C)NC(=S)N/N=C/c1ccc(N2CCOCC2)cc1	2.1	-29.9	-3.6	-13.4	-87.5	·	3.4	14.5	·	2.7
CCOC(=O)C[C@H]1c2cc(F)ccc2S(=O)(=O)N1C(C)(C)C	-0.2	·	-1.8	3.2	-16.5	9.4	·	4.3	9.2	·
Cc1cc(-c2nnc(SCC(=O)NC3CC3)n2C(C)C)cs1	0.3	-52.2	12.7	-1.7	-10.7	16.2	-4.2	20.6	3.4	3.5
CN(C)CCn1c(=O)n(-c2cccc(Cl)c2)c(=O)c2c3c(sc21)CCCCC3	-0.5	-5.1	18.0	-0.6	-1.1	2.7	5.4	3.4	-5.9	-0.5
CC(=O)c1ccc(NC(=O)c2cccc(N3C(=O)c4ccccc4C3=O)c2)cc1	-0.4	-16.9	-0.2	4.6	-4.0	1.1	1.2	14.4	-3.2	6.0
O=C(CCS(=O)(=O)c1cc2c(cc1Cl)NC(=O)CO2)NCc1ccccc1	-0.1	-21.4	17.4	0.1	3.1	-9.5	-0.5	·	-4.7	-0.3
CCOc1ccccc1N1CCN(C(=O)Nc2ccc(Cl)c(Cl)c2)CC1	0.0	-9.9	4.8	15.4	12.1	0.8	4.0	25.6	-1.2	-1.4
COCCCn1c(=O)c2sccc2n(Cc2ccccc2C)c1=O	-0.5	-0.8	2.5	-0.7	18.1	-3.5	-2.7	-8.4	0.9	-0.6
C=C(C)CC(NCCc1ccccc1)c1ccco1 (configuration not stated)	0.3	-35.6	8.1	6.5	-7.9	2.5	-4.9	11.7	-1.4	-0.3
